Source: PubChem BioAssay (National Center for Advancing Translational Sciences (NCATS))
Nrf2 activator = activators of Nrf2 (ARE) signaling | Potency, µM (titrated, usually from 46.1 µM), inactives show top-dose activation, actives largely listed as activators | AREc32 ARE-luciferase reporter (MCF7-derived line), luminescence, 24 h | 0.31% of 410,000 active; note: potency is the fitted concentration of half-maximal effect; % of control where 0% means no effect; nearly all actives have a fitted effect of over 65% in size
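Quantitative high-throughput format: AREc32 reporter cells, 1000 per well, received compound by pin transfer and were incubated 24 hr at 37 deg C, 5% CO2, before Steady-Glo luminescence detection.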
EPAC2 antag = antagonists of human EPAC2; EPAC2 GEF exchange of Rap1B-BODIPY-GDP, fluorescence; Potency, µM (doses to about 114 µM), for the others: at the top dose activity, negative = inhibition, usual class: inhibitors; 0.18% of 360,000 active; note: potency is the fitted concentration of half-maximal effect; % is set by controls: 0 for no effect and ±100 for the full control effect; nearly all actives have a fitted effect of over 45% in size; many of its hits are not listed in these tables
Target sequence (Q8WZA2 whole entry, looked up): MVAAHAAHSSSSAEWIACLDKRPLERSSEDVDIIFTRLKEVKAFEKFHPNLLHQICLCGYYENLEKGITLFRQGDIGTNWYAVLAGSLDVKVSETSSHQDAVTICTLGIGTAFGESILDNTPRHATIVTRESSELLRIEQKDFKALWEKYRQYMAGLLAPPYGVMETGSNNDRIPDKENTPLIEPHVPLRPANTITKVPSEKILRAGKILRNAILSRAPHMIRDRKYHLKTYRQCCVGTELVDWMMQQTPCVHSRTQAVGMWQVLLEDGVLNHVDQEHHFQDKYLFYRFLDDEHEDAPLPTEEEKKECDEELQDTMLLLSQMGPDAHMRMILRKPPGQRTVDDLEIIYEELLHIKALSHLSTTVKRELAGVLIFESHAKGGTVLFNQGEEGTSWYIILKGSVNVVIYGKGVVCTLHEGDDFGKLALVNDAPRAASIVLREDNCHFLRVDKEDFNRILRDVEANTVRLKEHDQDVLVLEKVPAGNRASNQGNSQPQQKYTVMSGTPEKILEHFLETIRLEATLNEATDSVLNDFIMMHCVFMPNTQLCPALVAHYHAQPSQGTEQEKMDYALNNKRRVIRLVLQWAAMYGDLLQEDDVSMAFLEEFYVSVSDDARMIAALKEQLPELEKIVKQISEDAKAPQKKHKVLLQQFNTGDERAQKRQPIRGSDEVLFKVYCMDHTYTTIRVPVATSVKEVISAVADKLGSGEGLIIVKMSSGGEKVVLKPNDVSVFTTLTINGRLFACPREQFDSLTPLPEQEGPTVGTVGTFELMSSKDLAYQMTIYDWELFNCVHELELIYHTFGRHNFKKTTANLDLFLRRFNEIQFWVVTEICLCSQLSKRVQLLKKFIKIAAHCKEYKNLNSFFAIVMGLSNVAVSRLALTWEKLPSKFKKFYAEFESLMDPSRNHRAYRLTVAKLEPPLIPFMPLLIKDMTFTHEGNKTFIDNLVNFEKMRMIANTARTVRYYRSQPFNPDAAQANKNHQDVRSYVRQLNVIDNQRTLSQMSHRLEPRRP
TGFb SMAD3 inh = TGF-b pathway inhibition; AID 588855; HepG2 CAGA-GFP TGF-b/SMAD3 reporter, GFP fluorescence, 18 h; TGF-beta stimulated, 500 pg/mL final; 1.2% of 410,000 active; Potency, µM (top dose mostly 46.1 µM), without a hit: at the highest dose activity, negative = inhibition, actives largely listed as inhibitors; note: potency is the fitted concentration of half-maximal effect; % is set by controls: 0 for no effect and ±100 for the full control effect; nearly all actives have a fitted effect of over 65% in size
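Using HEPG2 CAGA-GFP reporter cells at 1000 cells/well, we pinned test compounds, stimulated with recombinant TGF-beta (500 pg/mL final) and measured total well GFP after 18 h.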
CCT modulator = modulators of cytosolic chaperonin (CCT/TRiC) activity; 0.3% of 360,000 active; activity change, % (test concentration not listed), hits read low; purified chaperonin ATPase assay, HTRF ADP detection, 30 min; in the data active = activity change below about -30%; note: % is set by controls: 0 for no effect and ±100 for the full control effect
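TRiC (40 or 20 nM final, by batch activity) in 30 mM Tris pH 7.4, 100 mM KCl, 5 mM MgCl2, 1 mM DTT was treated with compound at 76 uM single dose, then 10 uM ATP, 30 min at 37 °C. ADP was read by HTRF Transcreener.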
Akt phos inh = blocks phosphorylation of Akt. activity change, % for hits at 50 µM. AID 651550. Neuro2A IGF-stimulated pAkt S473 HTRF, 20 min; active compounds read low. 0.32% of 360,000 active; in the data active = activity change below about -80%; inconclusive = mostly about -51% to -80%; note: % is set by controls: 0 for no effect and ±100 for the full control effect
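Neuro2A cells in DMEM with 0.5% FBS, overnight at 37 deg C, given compound at single 50 µM final, then IGF (6 nM final) for 20 min at 37 deg C. Lysed; phospho-Akt Ser473 by HTRF after 24 h, 665/615 ratio.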
Nrf2 block = blocks Nrf2 signaling. AID 504444. 2.1% of 360,000 active. Potency, µM (series often up to 46 µM), for the others: top-dose activity change, negative = inhibition, most hits filed as inhibitors. A549 ARE-Fluc reporter, luciferase luminescence, 18-24 h; note: potency is the fitted concentration of half-maximal effect; % is set by controls: 0 for no effect and ±100 for the full control effect; nearly all actives have a fitted effect of over 60% in size
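A549 ARE_Fluc cells, 5000/well, 5% FBS OPTI-MEM; compounds in dose-response, 18-24 h at 37 °C/5% CO2; CellTiter-Fluor viability read (Ex 405/Em 525), then BugLite luciferase luminescence = Nrf2 activity.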
EPAC2 agonist = agonists of human EPAC2 (RAPGEF4); 0.079% of 360,000 active; Potency, µM (series often up to 154 µM), without a hit: top-dose activation, actives largely listed as activators; EPAC2 activation, biochemical qHTS; response scale: 100% = 6.5 mM cAMP response; note: potency is the fitted concentration of half-maximal effect; nearly all actives have a fitted effect of over 50% in size
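In this primary screen, activation is scored as increased exchange of BODIPY-GDP from Rap1B by 100 nM EPAC2, with 50 uM GDP as competitor. Signal is normalized to the 6.5 mM cAMP agonist control.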
Mm-Cpn inhibitor = blocks the Methanococcus maripaludis chaperonin Mm-Cpn. purified Mm-Cpn ATPase, ADP Transcreener TR-FRET. Potency, µM (doses to about 76.9 µM), for inactives: top-dose activity, negative = inhibition, most hits filed as inhibitors. 0.031% of 330,000 active. AID 504842; note: potency is the fitted concentration of half-maximal effect; % is set by controls: 0 for no effect and ±100 for the full control effect; nearly all actives have a fitted effect of over 80% in size
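Eu-cryptate anti-ADP/ADP-d2 competition gives a ratio inversely related to ADP. Enzyme at 25 nM was pre-exposed to compound for 10 min, then given 10 uM ATP for 30 min, 37°C throughout.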
A549 tox = kills or reduces viability of A549 cells in Nrf2 counter-screen | A549 ARE-Fluc cells, CellTiter-Fluor viability, 18-24 h | Potency, µM (highest dose often 46 µM), inactives show at the highest dose activity change, negative = cytotoxicity, most hits filed as inhibitors | 0.16% of 390,000 active; note: potency is the fitted concentration of half-maximal effect; % is set by controls: 0 for no effect and ±100 for the full control effect
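Cytotoxicity counterscreen: CellTiter-Fluor fluorescence was measured in A549 ARE_Fluc cells after 18-24 h of compound exposure in a concentration series. The subsequent BugLite luminescent read reports ARE-luciferase activity.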
Starred values were filed as active, the others as inactive; i = inactive; ? = inconclusive; . = not tested or not shown; [ ] = remark or other dose. Unless noted, calls come from the whole dose curve; as a rule, active = well fitted curve in the direction sought with a large enough effect; inconclusive = small, poorly fitted or top-dose-only effect, or another doubt; inactive = no such curve, though single readings can be large; an effect the other way counts as inactive or inconclusive. Some of the compounds tested, so the mix of outcomes need not match the whole.

1: CN(CCCC(=O)N1CCN(c2ncccn2)CC1)S(=O)(=O)c1ccc(F)cc1
2: Cc1ccc(-n2nnnc2SCC(=O)N(CC(C)C)c2c(N)n(CC(C)C)c(=O)[nH]c2=O)cc1
3: COc1cccc(NC(=O)CCCOc2cc(=O)n(C)c3ccccc23)c1
4: COc1cc(CC(=O)N2CCN(S(=O)(=O)c3ccc(C)cc3)CC2)cc(OC)c1OC
5: CN(CC(=O)N1CC=C(c2ccccc2)CC1)S(=O)(=O)c1cnc[nH]1
6: O=C(Nc1nc(-c2ccccc2)cs1)C1CCCN(S(=O)(=O)c2cccc([N+](=O)[O-])c2)C1 (stereo not given)
Compound	1	2	3	4	5	6
Nrf2 activator	-0.1%	3.9%	13%	-0.1%	0.2%	3.0%
EPAC2 antag	-1%	11%	-8%	10%	5%	-7%
TGFb SMAD3 inh	3%	-1%	3%	-15%	0%	-5%
CCT modulator	0.1	-2.1	1.4	0.1	1.8	1.7
Akt phos inh	i	i	i	i	i	i
Nrf2 block	?	-5%	-29%	-13%	4%	?
EPAC2 agonist	2%	-10%	0%	-5%	-6%	2%
Mm-Cpn inhibitor	-3%	-2%	-3%	0%	2%	1%
A549 tox	-8%	2%	0%	0%	-11%	-15%

7: CCOc1ccc(N2CC(C(=O)Nc3cccc(C(=O)NC4CC4)c3)CC2=O)cc1 (stereo not given)
8: CN(C)S(=O)(=O)c1ccc(N2CCCC2)c(C(=O)Nc2ccccc2OC(F)F)c1
9: Cc1cc(C)c2nc3c(c(C(=O)O)c2c1)CCC3
10: CCOc1ccc(NC(=O)CCCN2C(=S)NC(C)(C)CC2C)cc1 (stereo not given)
11: Cc1cccc2cc(CN(Cc3ccco3)C(=O)Nc3cccc(C#N)c3)c(Cl)nc12
12: O=S(=O)(c1ccc2ccccc2c1)N(CC(O)COCc1ccco1)c1ccccc1 (stereo not given)
Compound	7	8	9	10	11	12
Nrf2 activator	-1.2%	2.5%	-0.5%	-2.0%	-0.4%	8.9%
EPAC2 antag	-8%	-2%	2%	3%	-12%	-3%
TGFb SMAD3 inh	-3%	11%	4%	0%	?	?
CCT modulator	0.3	1.5	-3.0	0.9	-0.4	-3.0
Akt phos inh	i	i	i	i	i	i
Nrf2 block	2%	?	-4%	-8%	?	?
EPAC2 agonist	-11%	7%	-12%	5%	12%	16%
Mm-Cpn inhibitor	1%	0%	1%	1%	-6%	.
A549 tox	-1%	2%	8%	3%	-6%	-4%

13: CCn1c(SCC(=O)N/N=C/C(C)=C\c2ccco2)nnc1-c1ccccc1
14: C=CC#CC[N+]1(CC#Cc2ccccc2)CCOCC1
15: COC(=O)[C@]12CCCCC=C1N(Cc1ccc(Cl)cc1Cl)C(=O)[C@H](CC(=O)NCc1cccs1)C2
16: Cn1ncc2c(Nc3cccc(C(=O)O)c3)ncnc21
17: N#Cc1nc(-c2ccco2)oc1N1CCC(C(N)=O)CC1
18: O=C(Nc1ccccc1)N1CCN(S(=O)(=O)c2ccccc2)CC1
Compound	13	14	15	16	17	18
Nrf2 activator	?	-0.2%	3.9%	-0.7%	3.6%	2.0%
EPAC2 antag	3%	8%	4%	-4%	11%	7%
TGFb SMAD3 inh	-11%	-3%	.	19%	-2%	-9%
CCT modulator	1.8	-3.7	-0.5	0.1	-1.3	-4.8
Akt phos inh	i	i	i	.	i	i
Nrf2 block	7%	1%	.	1%	-10%	-18%
EPAC2 agonist	-14%	3%	16%	16%	7%	12%
Mm-Cpn inhibitor	-1%	-1%	.	0%	-9%	4%
A549 tox	-3%	0%	.	-6%	-6%	0%

19: COc1cccc(N(CC(=O)NC(C)c2ccccc2)S(C)(=O)=O)c1 (stereo not given)
20: Cc1cc(SCC(=O)NC(=O)NCc2ccco2)nc2c(C)cccc12
21: COc1ccc2c(c1)[C@H]1[C@H](CO2)[C@H](c2ccccc2)[C@]2(C)C(=O)Nc3cc(F)ccc3C(=O)N12
22: CC(Sc1nnc(C2CC2)n1C1CC1)C(=O)c1ccc(Br)cc1 (stereo not given)
23: CCCCCCCC(=O)NNC(=O)c1c(O)c2ccccc2n(CCC)c1=O
24: COCNc1nc(OCC#N)nc(N(C)C)n1
Compound	19	20	21	22	23	24
Nrf2 activator	0.0%	12%	8.1%	0.1%	-0.2%	-0.5%
EPAC2 antag	5%	-1%	1%	-7%	19%	-6%[57.1 µM]
TGFb SMAD3 inh	18%	?	-17%	17%	-5%	0%
CCT modulator	-2.9	-4.1	-2.1	-3.8	-3.8	0.7
Akt phos inh	-119%*	.	i	i	i	i
Nrf2 block	4%	0%	?	-5%	?	-10%
EPAC2 agonist	0%	13%	9%	10%	-12%	-2%
Mm-Cpn inhibitor	-1%	-15%	-2%	-2%	-5%	1%
A549 tox	-7%	5%	-9%	-4%	?	-8%

25: O=S(=O)(c1cccc(-c2csc(N/N=C/c3ccco3)n2)c1)N1CCOCC1
26: Cc1ccc(N2CCN(C(=O)CCc3c(C)nc4c(c3C)c(=O)n(C)c(=O)n4C)CC2)c(C)c1
27: COc1ccc(OC)c(CN2CCC(N3CCC(C(=O)NC4CC4)CC3)CC2)c1
28: Cc1cc(C)cc(NC(=S)NCCSc2ccc(Cl)cc2)c1
29: CCc1ccccc1NC(=O)Cn1ccn(-c2ccc(OC)cc2)c(=O)c1=O
30: CC(C(=O)OCn1nnc2ccccc2c1=O)N1C(=O)c2ccccc2C1=O (stereo not given)
Compound	25	26	27	28	29	30
Nrf2 activator	4.0%	-0.3%	-0.7%	2.8%	-0.6%	-0.9%
EPAC2 antag	2%	.	15%	-17%	0%	-3%
TGFb SMAD3 inh	?	1%	-1%	?	-16%	-8%
CCT modulator	-1.0	.	-0.3	-1.9	0.5	1.8
Akt phos inh	i	.	i	i	i	i
Nrf2 block	?	1%	8%	?	0%	-8%
EPAC2 agonist	6%	.	1%	14%	9%	7%
Mm-Cpn inhibitor	-4%	.	2%	0%	-1%	2%
A549 tox	?	-2%	-5%	-2%	0%	-8%

31: COc1ccc(CNC(=O)CCC(=O)Nc2cccnc2)cc1
32: Clc1cccc(NCc2cn3cccnc3n2)c1
33: COc1cccc(/C(N)=N/OC(=O)Cc2ccccc2[N+](=O)[O-])c1
34: Cc1c(Cl)cccc1NC(=S)N1CCN(c2ccccn2)CC1
35: CN(C(=O)COC(=O)CNC(=O)C12CC3CC(CC(C3)C1)C2)c1ccccc1
36: CCc1noc(C)c1C(=O)N(C)CC(=O)Nc1ccccc1C(F)(F)F
Compound	31	32	33	34	35	36
Nrf2 activator	-0.1%[9.22 µM]	3.5%	4.9%	-0.6%	-0.1%	0.1%
EPAC2 antag	9%	17%	9%	-4%	0%	15%
TGFb SMAD3 inh	24%	-1%	12%	0%	?	4%
CCT modulator	1.1	0.3	2.0	-0.9	-2.1	1.3
Akt phos inh	i	i	i	i	i	i
Nrf2 block	10%	?	?	-8%	-1%	-12%
EPAC2 agonist	5%	2%	4%	6%	-4%	1%
Mm-Cpn inhibitor	-2%	-5%	1%	-3%	-1%	0%
A549 tox	1%	9%	8%	-1%	0%	2%

Single records, from the list above:
CCc1noc(C)c1C(=O)N(C)CC(=O)Nc1ccccc1C(F)(F)F as listed: Nrf2 activator: 0.1%; EPAC2 antag: 15%; TGFb SMAD3 inh: 4%; CCT modulator: 1.3; Akt phos inh: i; Nrf2 block: -12%; EPAC2 agonist: 1%; Mm-Cpn inhibitor: 0%; A549 tox: 2%
COc1ccc(CNC(=O)CCC(=O)Nc2cccnc2)cc1 as listed: Nrf2 activator: -0.1%[9.22 µM]; EPAC2 antag: 9%; TGFb SMAD3 inh: 24%; CCT modulator: 1.1; Akt phos inh: i; Nrf2 block: 10%; EPAC2 agonist: 5%; Mm-Cpn inhibitor: -2%; A549 tox: 1%

(cont.)
37: CC(C)(C)c1ccc(C(=O)c2cn[nH]c2-c2ccccc2O)cc1
38: CCn1c(CNC(=O)COc2ccc(C(C)C)cc2)nnc1SCC(=O)Nc1ccccc1
39: CC(C)CN(C(=O)CCC(=O)OCC(=O)c1ccc(F)c(F)c1)c1c(N)n(CC(C)C)c(=O)[nH]c1=O
40: Cc1ccc(CSc2nnc(SCC(=O)N/N=C/c3c[nH]c4ccccc34)s2)cc1
41: COc1cc(C(=O)NC(C)C2CC3CCC2C3)cc(OC)c1OC (stereo not given)
42: CC1(c2nnc(-c3ccccc3)o2)CC(c2ccc(Cl)cc2)=NO1 (stereo not given)
43: Cc1ccn2c(Nc3ccc(C(C)C)cc3)c(-c3cccnc3)nc2c1
44: COc1ccc(CN2CCNC(=O)C2CC(=O)NC2CCCCCCC2)cc1C (stereo not given)
Compound	37	38	39	40	41	42	43	44
Nrf2 activator	1.5%	0.4%	-0.5%	-0.8%	-0.2%	3.3%	4.8%	0.4%
EPAC2 antag	?	-13%	-8%	-10%	8%	-13%	.	0%
TGFb SMAD3 inh	0%	?	145%[activator]	3%	4%	-13%	?	-3%
CCT modulator	-3.0	-22	1.4	1.9	0.7	-1.2	.	-0.3
Akt phos inh	i	i	i	i	i	i	.	i
Nrf2 block	-6%	1%	-4%	?	1%	-28%	?	12%
EPAC2 agonist	10%	10%	-6%	10%	-3%	1%	.	-11%
Mm-Cpn inhibitor	-1%	0%	-1%	0%	-5%	1%	.	-2%
A549 tox	2%	2%	1%	-15%	0%	-3%	-16%	1%
